IL1B secr inh: inhibitors of inflammasome signaling (IL-1 beta secretion) | THP-1 LPS/ATP IL-1B secretion, AlphaLISA, 16 h; active compounds read low | activity change, % at 57.5 µM | actives 4.7% (n = 360,000) | AID 743279; in the data active = activity change below about -50%; inconclusive = mostly about -30% to -49%; note: % is set by controls: 0 for no effect and ±100 for the full control effect
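Secreted IL-1B measured by AlphaLISA bead assay after 16 h compound exposure of THP-1 cells; compounds (final up to 57.5 uM) added 1 h before LPS (250 ng/mL) and ATP (1.25 mM) stimulation; lower signal means less secretion.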
HT1080 IDH1KD tx: HT-1080 IDH1 knockdown cell toxicity (counter line) | Potency, µM (highest dose often 46.1 µM), for inactives: at the top dose activity, negative = toxicity, actives largely listed as cytotoxic | actives 2% (n = 360,000) | HT-1080 IDH1 knockdown viability, ATP luminescence, 48 h;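 note: potency is the fitted concentration of half-maximal effect; 0% = DMSO wells and -100% = cell-free medium wells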
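% activity derives from luminescence (CellTiter-Glo), normalised to DMSO and no-cell wells. HT-1080-IDH1KD cells, 750/well, had 48 h compound exposure at 37 °C.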
HT1080NT lethal: kills 2HG-producing HT-1080-NT fibrosarcoma cells. HT-1080-NT fibrosarcoma viability, CellTiter-Glo ATP luminescence, 48 h. Potency, µM (highest dose often 46.1 µM), for the others: at the top dose activity, negative = less viability, most hits filed as cytotoxic. actives 1.6% (n = 360,000);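 note: NT is the 2HG producing partner of a matched IDH1 knockdown line; potency is the fitted concentration of half-maximal effect; 0% = DMSO-treated cells and -100% = media-only wells without cells; nearly all actives have a fitted effect of over 55% in size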
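HT-1080-NT; 750 cells/well; 5% FBS RPMI; 48 h compound, 37 degrees C; CellTiter-Glo luminescence; curve fitting and curve-class assignment.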
GLP1R ag: agonists of human GLP-1 receptor. P43220. HEK293 GLP-1R CRE-luciferase, luminescence, 4-6 h; cells express a hypersensitive GLP-1R form. Potency, µM (top dose mostly 45.6 µM), inactives show at the top dose activation, hits mostly activators. actives 0.007% (n = 380,000); note: potency is the fitted concentration of half-maximal effect; % of control where 0% means no effect
Target sequence (P43220 whole entry, looked up): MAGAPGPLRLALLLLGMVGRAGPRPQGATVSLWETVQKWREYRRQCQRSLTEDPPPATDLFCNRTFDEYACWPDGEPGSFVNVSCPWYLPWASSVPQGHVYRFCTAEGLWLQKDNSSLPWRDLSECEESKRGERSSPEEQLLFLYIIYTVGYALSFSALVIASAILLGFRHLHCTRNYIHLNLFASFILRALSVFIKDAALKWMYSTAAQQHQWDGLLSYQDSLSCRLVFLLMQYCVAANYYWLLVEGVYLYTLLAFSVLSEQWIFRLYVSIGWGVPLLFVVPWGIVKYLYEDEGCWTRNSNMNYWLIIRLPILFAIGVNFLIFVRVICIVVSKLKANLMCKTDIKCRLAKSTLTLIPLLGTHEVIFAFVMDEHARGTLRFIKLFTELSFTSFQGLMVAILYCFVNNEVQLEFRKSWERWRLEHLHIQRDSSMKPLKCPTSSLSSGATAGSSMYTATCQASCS
KB-V1 cytotox: kills drug-selected multidrug resistant KB-V1 cells. KB-V1 MDR cells viability, CellTiter-Glo, 72 h. Potency, µM (highest dose often 46.1 µM), for inactives: at the top dose activity change, negative = cytotoxicity, actives largely listed as cytotoxic. actives 3.4% (n = 400,000). AID 1347076; note: potency is the fitted concentration of half-maximal effect; % is set by controls: 0 for no effect and ±100 for the full control effect; nearly all actives have a fitted effect of over 60% in size
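qHTS viability screen in drug-selected KB-V1 MDR cells: 72 h compound treatment at 37 degrees C, ATP luminescence end point.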
KB-3-1 tox: KB-3-1 parental cell cytotoxicity | KB-3-1 viability, CellTiter-Glo ATP luminescence, 72 h | Potency, µM (top dose mostly 46.1 µM), inactives show at the top dose activity change, negative = cytotoxic, usual class: cytotoxic | actives 1.4% (n = 400,000); note: potency is the fitted concentration of half-maximal effect; % is set by controls: 0 for no effect and ±100 for the full control effect; nearly all actives have a fitted effect of over 60% in size
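KB-3-1 parental drug-naive adenocarcinoma cells in DMEM/10% FBS, incubated 72 h at 37 C with pin-transferred compounds across a concentration series. Viability by CellTiter-Glo luminescence; concentration-response curves fitted after normalization.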
DRD3 agonist: activates the human D3 dopamine receptor; P35462; D3R DiscoveRx beta-arrestin cells, luminescence, 90 min; max activation, %; actives 0.58% (n = 410,000); AID 652048; in the data active = max activation above about 30%; note: 0% is about no effect; mostly tested at two doses, the higher about 12 µM
Target sequence (P35462 whole entry, looked up): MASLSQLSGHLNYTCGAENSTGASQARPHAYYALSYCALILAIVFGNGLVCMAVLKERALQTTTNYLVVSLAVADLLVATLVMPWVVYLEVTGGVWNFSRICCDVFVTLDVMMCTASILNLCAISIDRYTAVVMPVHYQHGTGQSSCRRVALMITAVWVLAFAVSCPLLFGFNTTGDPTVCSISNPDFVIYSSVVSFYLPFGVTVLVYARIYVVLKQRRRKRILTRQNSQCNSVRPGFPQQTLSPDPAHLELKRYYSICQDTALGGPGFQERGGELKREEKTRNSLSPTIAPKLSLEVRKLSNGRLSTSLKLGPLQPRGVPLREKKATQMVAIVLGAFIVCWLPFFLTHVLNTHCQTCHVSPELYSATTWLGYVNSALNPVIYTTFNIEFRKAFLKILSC
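Agonist mode: compounds and dopamine controls were applied to plated cells for 90 min at 37 degrees C after an overnight attachment at 1500 cells/well. Luminescent read-out followed 30 - 60 minutes at room temperature with DiscoveRx detection reagent.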
SW480 rerep: induces DNA re-replication in SW480 colon adenocarcinoma cells | SW480 DNA re-replication, Hoechst DNA content imaging, 48 h | actives 1.8% (n = 340,000) | Potency, µM (top dose mostly 46.1 µM), for the others: at the highest dose re-replication activation, most hits filed as activators | AID 624297; note: potency is the fitted concentration of half-maximal effect; % of control where 0% means no effect; nearly all actives have a fitted effect of over 55% in size
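DNA re-replication was detected as more nuclei of elevated Hoechst intensity after 48 hr exposure to compound (23 nL pinned per well of 250 cells).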
DRD3 antagonist: D3 dopamine receptor (human) antagonism; P35462; D3R cells, DiscoveRx beta-arrestin luminescence, antagonist mode; active compounds read low; max response, negative = inhibition, %; actives 2.5% (n = 360,000); in the data active = max response below about -50%; inconclusive = no clear call, values can overlap the other calls; note: % is set by controls: 0 for no effect and ±100 for the full control effect; mostly tested at two doses, the higher about 12 µM
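Cells plated overnight at 1500 cells/well, then exposed to library compounds with dopamine controls for 90 minutes at 37 degrees C. DiscoveRx reagent added for 30–60 minutes at room temperature; luminescence read, quantitative HTS format.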
The depositor's hits bear a star; i = inactive; ? = inconclusive; / = not tested or not shown; & = joins results of further samples; [ ] = another dose, or the depositor's remark. Unless noted, calls come from the whole dose curve; as a rule, active = well fitted curve in the direction sought with a large enough effect; inconclusive = small, poorly fitted or top-dose-only effect, or another doubt; inactive = no such curve, though single readings can be large; an effect the other way counts as inactive or inconclusive. Compounds were not picked by outcome (roughly 12% active in at least one column).

SMILES	IL1B secr inh	HT1080 IDH1KD tx	HT1080NT lethal	GLP1R ag	KB-V1 cytotox	KB-3-1 tox	DRD3 agonist	SW480 rerep	DRD3 antagonist
Cc1nc2ccc(NC(=O)c3c(-c4ccccc4)noc3C)cc2s1	-11	1%	-2%	3%	2%	5%	9	-8%	0
CCOC(=O)c1cc(C#N)c(N2CCCC2)nc1-c1ccccc1	1	-12%[9.24 µM]	-18%	24%	?	?	5	-1%	0
CCOC(=O)C1=C(O)CSC1=Nc1ccc(Cl)cc1	-6	-5%	-8%	4%	-15%	-6%	-5	-8%	10
c1ccc(CCCc2nc(-c3cccnc3)no2)cc1	-15	9%	2%	7%	-17%	5%	5	1%	-2
CCOC(=O)C1CCN(C(=O)Cc2cccc3ccccc23)CC1	16	1%	0%	-2%	-13%	16%	2	-8%	14
CCN(C(=O)COC(=O)c1cc(=O)[nH]c2ccccc12)C1CCS(=O)(=O)C1 (stereo not drawn)	-6	-1%	-2%	10%	-2%	-2%	-3	4%	-17
COc1ccc(NCc2cccn2-c2nnc(N3CCOCC3)s2)cc1OC	/	/	/	6%	?	1%	3	/	/
O=C(O)c1ccc2c(c1)C(=O)N(c1cccc(-c3nc4ccccc4s3)c1)C2=O	5	22%	22%	0%	22%	19%	5	5%	-16
CC(=O)[C@@]1(O)CC[C@H]2[C@@H]3C[C@H](C)C4=CC(=O)CC[C@]4(C)[C@H]3CC[C@@]21C	?	-3%	2%	13%	?	-17%	12&5	29%&3%	24
COc1cc(OC)cc(-c2noc(-c3csc([C@@H]4C[C@H](O)[C@@H](CO)O4)n3)n2)c1	?	2%	7%	20%	5%	0%	2	/	57
Oc1ccc(-c2csc(Nc3ncccn3)n2)c(O)c1	-21	?	?	12%	13%	0%	3	-39%[inhibitor]	-21
CCN(CC)C(=O)CSc1nc(-c2ccccc2)ccc1C#N	6	7%	0%	-3%	-4%	5%	1	-33%	2
CCCC(=O)C1=C(O)C(C(=O)OC)C(C)(C)CC1=NC (stereo not drawn)	0	7%	10%	4%	0%	7%	-5	?	-4
CCN(CC)c1ccc(S(=O)(=O)N2CCOCC2)cc1NC(=O)COC(=O)c1ccco1	-6	5%	12%	13%	7%	-4%	4	-408%[inhibitor]	-9
Cc1ccc(S(=O)(=O)N[C@H](C(=O)NCC2CCC(C(=O)O)CC2)C(C)C)cc1 (stereo partly drawn)	5	13%	-7%	-2%	-13%	1%	0	3%	17
CC(C)CC(NC(=O)C(CO)NC(=O)C1CCC(=O)N1)C(N)=O (stereo not drawn)	-12	-1%	3%	0%	4%	9%	0	-14%	4
CC(C)=CCC[C@](C)(O[C@@H]1O[C@H](CO[C@@H]2OC[C@@H](O)[C@H](O)[C@H]2O)[C@@H](O)[C@H](O)[C@H]1O)C1CC[C@]2(C)C1[C@H](O)CC1[C@@]3(C)CC[C@H](O[C@@H]4O[C@H](CO)[C@@H](O)[C@H](O)[C@H]4O)C(C)(C)C3CC[C@]12C (stereo partly drawn)	5	5%	0%	-5%	1%	10%	4	-5%	?
O=C(NCCc1ccccc1)c1ccc(NC(=O)c2cccnc2)cc1	-9	?	?	3%	-1%	1%	0	-1%	-12
Cc1ccc(-c2cc(C(F)(F)F)n3ncc(C(=O)NCc4ccco4)c3n2)cc1	-19	20%	16%	5%	10%	10%	1	15%	11
Fc1ccc(N2CCN(Cc3cnc(Oc4ccc(Br)cc4)s3)CC2)cc1	-19	-14%	-20%	1%	0%	-1%	8	-5%	-68*
Clc1cnc(N/N=C/c2ccncc2)c(Cl)c1	?	11%	7%	17%	-2%	7%	-4	?	11
Cc1c(O)c(S(=O)c2ccccc2)c(=O)n(-c2ccccc2)c1-c1ccccc1 (stereo not drawn)	-5	12%	8%	0%	0%	11%	1	-2%	0
O=C(Nc1ccccc1)N1CCSCC1	-2	-2%	0%	-3%	1%	3%	-10	-42%[inhibitor]	0
CCn1c(C)nc2cc(C(=O)NNS(=O)(=O)c3cc(Br)ccc3Br)ccc21	0	1%	0%	-2%	1%	4%	-4	0%	-11
Cc1ccc(S(=O)(=O)N2CCCCC2)cc1C(=O)OC(C)C(=O)NCC1CCCCC1 (stereo not drawn)	-24	-14%	0%	6%	?	?	-9	-5%	-4
Additional records follow:
SMILES	IL1B secr inh	HT1080 IDH1KD tx	HT1080NT lethal	GLP1R ag	KB-V1 cytotox	KB-3-1 tox	DRD3 agonist	SW480 rerep	DRD3 antagonist
CCn1cc(Br)c(C(=O)Nc2sc3c(c2C(N)=O)CCCC3)n1	i	3%	2%	21%	-3%	?	-1	-23%	-5
CCc1cc(C(=O)N2CCCC(C(=O)c3cccc(OC(C)C)c3)C2)n(C)n1 (stereo not drawn)	24	-15%	-5%	22%	14%	-2%	18	9%	6
CCCSc1ccc([C@@H]2[C@@H]3C(=O)N(C)C(=O)[C@@H]3[C@]3(C(=O)OC)CCCN23)cc1OC	10	1%	0%	-2%	-4%	-3%	-14	-3%	1
CCc1ccc(C(=O)c2cn(CC(=O)Nc3ccc4c(c3)OCCO4)c3ccc(C)cc3c2=O)cc1	/	/	/	1%	?	1%	0	/	/
CC(=NNC(=O)c1ccc(NS(=O)(=O)c2cccs2)cc1)c1ccc(OCC(N)=O)cc1	-6	5%	9%	1%	?	11%	-2	-2%	2
CCOC(=O)c1cc2c(=O)n3ccccc3nc2n(CC(C)C)c1=NC(=O)c1ccco1	0	0%	2%	9%	-1%	0%	-7	15%	22
CCCCN1CC(COc2ccccc2)OC1=O (stereo not drawn)	8	17%	15%	2%	-21%	0%	3	4%	8
Cc1nn(-c2ccccc2)c(C)c1/C=N/NC(=O)CSc1nnc(-c2ccccc2)n1-c1ccc(Cl)cc1	?	-16%	1%	13%	-2%	-29%	-8	-4%	-28
Cc1ccc(N(CC(O)COCc2ccco2)S(=O)(=O)c2ccc(C)cc2)cc1 (stereo not drawn)	-12	?	-3%	14%	21µM*	-1%	-17	?	18
CCCCN1C(=O)c2ccccc2C1C(=O)NC1CCCC1 (stereo not drawn)	1	-6%	21%	-15%	?	1%	3	0%	?
Cc1nc2c(-c3ccc(F)cc3)c(C)nn2c(C)c1CCC(=O)NCc1ccco1	-26	1%	-3%	-2%	10%	6%	-3	12%	26
O=C(OCc1ccc(F)cc1)c1ccc2ccccc2n1	27	?	3%	20%	-8%	10%	-7	1%	-4
Cc1ccc(Cn2ncn3c(cc4ccccc43)c2=O)cc1	24	-5%	-4%	0%	-6%	-14%	6	15%	44
CC(=O)c1nn(-c2cccc(Br)c2)cc1C(=O)c1ccc(Cl)cc1	12	?	?	19%	15%	-1%	7	?	31
O=C(Cn1nc(C(=O)O)c2ccccc2c1=O)Nc1cccc(S(=O)(=O)N2CCCCCC2)c1	12	0%	0%	6%	-22%	-7%	12	4%	43
N#Cc1ccccc1OCCN1C(=O)c2ccccc2C1=O	19	-6%	19%	-1%	-13%	-7%	-14	-10%	?
CC(=O)Nc1ccc(Nc2ccc3nonc3c2[N+](=O)[O-])cc1	14	0%	1%	1%	0%	0%	-8	-2%	-25
Cc1ccc(C(=O)Nc2c(N)nc(SCC(=O)Nc3cc(C)on3)[nH]c2=O)cc1	i	?	3%	-11%	1%	-3%	3	23%	8
COC(=O)CCNS(=O)(=O)c1ccc2nsnc2c1	14	0%	0%	-3%	-6%	14%	6	-7%	16
O=C(NNC(=O)c1ccc[nH]1)Nc1cc(Cl)cc(Cl)c1	-9	1%	-7%	2%	?	3%	-10	-9%	3
Cc1ccc(NC(=O)c2sccc2SCc2cccc(C(F)(F)F)c2)cc1	-12	?	-5%	-5%	?	-20%	-34	9%	-5
O=C(Nc1ccccc1)c1ccccc1CC[N+](=O)[O-]	0	18%	11%	-1%	14%	18%	6	-1%	-13
O=C(COC(=O)c1ccc2c(c1)OCCO2)Nc1cc(S(=O)(=O)N2CCOCC2)ccc1Cl	0	6%	29%	-1%	?	19%	11	-4%	1
Cc1ccc(-n2nnc(-c3cc4ccccc4n3C)n2)cc1	41	-5%	-4%	-5%	-1%	1%	8	25%	-9
COc1ccccc1C(=O)CSc1nnc(-c2ccco2)o1	-4	9%	11%	8%	24%	5%	5	-16%	7
New compounds follow
SMILES	IL1B secr inh	HT1080 IDH1KD tx	HT1080NT lethal	GLP1R ag	KB-V1 cytotox	KB-3-1 tox	DRD3 agonist	SW480 rerep	DRD3 antagonist
CC1Cc2cc(S(=O)(=O)N3CCC(C(=O)N4CCN(c5ccccc5F)CC4)CC3)ccc2N1C(=O)C1CC1 (stereo not drawn)	-51*	-5%	-3%	13%	-2%	0%	15	7%	49
COc1ccc(C(=O)/C=C2/C(=O)Nc3ccccc32)c(OC)c1	-101*	23µM*	18µM*	-6%	?	?	-23	?	-27
COC(=O)C1(C(=O)OC)C[C@H](c2ccc(OC)cc2)N(Cc2ccccc2OC)[C@@H]1c1cccs1	?	-11%&-2%	1%&-7%	/	?	?	-1&1	/	7&20
CCC1=NN(C(=O)C(=O)NCCc2ccccc2)C(O)(C(F)(F)F)C1 (stereo not drawn)	14	18µM*	?	0%	4%	0%	-16	-12%	-65*
CC1CC(C)CN(CC(O)COCc2ccccc2F)C1 (stereo not drawn)	-21	-2%	-9%	-6%	-3%	-11%	-8	-7%	-13
Cn1c2ccccc2c2c(C(=O)O)cn(C3CCCC3)c(=O)c21	15	4%	-11%	0%	1%	3%	-4	-7%	6
C/C(O)=C(/C=NCC(=O)O)C(=O)Nc1nccs1	1	3%	-2%	1%	1%	-19%	3	-1%	4
CCOc1ccc(CNC(=O)CCCC(=O)n2nc(C)c3ccccc32)cc1	0	1%	3%	4%	?	7%	-20	21%	-12

Results in GLP1R ag, HT1080NT lethal and KB-V1 cytotox, for 3 of the compounds above:
molecule	GLP1R ag	HT1080NT lethal	KB-V1 cytotox
COc1ccc(C(=O)/C=C2/C(=O)Nc3ccccc32)c(OC)c1	-6%	18µM*	?
CCC1=NN(C(=O)C(=O)NCCc2ccccc2)C(O)(C(F)(F)F)C1 (stereo not drawn)	0%	?	4%
COC(=O)C1(C(=O)OC)C[C@H](c2ccc(OC)cc2)N(Cc2ccccc2OC)[C@@H]1c1cccs1	/	1%&-7%	?
